Compound activity deposited in PubChem BioAssay by The Scripps Research Institute Molecular Screening Center.
ASAP1 inh: inhibitors of human ASAP1 ArfGAP activity; Q9ULH1; ASAP1-stimulated ARF1 GTP hydrolysis, GDP FP detection; inhibition, % at 16.5 µM; 360,000 compounds, 0.19% hits; in the data active = inhibition above about 25%;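 also: 0% = vehicle with enzyme and substrate and 100% = no enzyme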
ARFGAP1 inh: rat ARFGAP1 inhibition; inhibition, % at 16.5 µM; Q62848; Arfgap1-stimulated ARF1 GTP hydrolysis, GDP FP detection; 360,000 compounds, 0.26% hits;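 active = inhibition above a per-plate limit, mean inhibition of low control wells plus 3 SD, cut at about 25% in these data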;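 also: 0% = DMSO wells with enzyme and 100% = wells lacking Arfgap1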
Target sequence (Q62848 1-136 limits assumed): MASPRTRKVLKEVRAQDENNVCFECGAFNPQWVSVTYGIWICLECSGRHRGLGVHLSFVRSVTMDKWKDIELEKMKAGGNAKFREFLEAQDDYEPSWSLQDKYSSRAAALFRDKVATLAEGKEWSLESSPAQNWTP
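Material: truncated rat Arfgap1 GAP domain; Incubation: compound-enzyme preincubation 20 min, reaction 120 min, detection 60 min, 25 °C; Read-out: percent inhibition of Arfgap1-stimulated GTP hydrolysis; Technique: FP, GDP Alexa 633 tracer displaced from anti-GDP antibody, 620/688 nm; Controls: No-Arfgap1 wells (100%) versus DMSO full-reaction wells (0%); Replication: single well per compound.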
Tn6 DDE FP: inhibitors of Tn6 peptide binding to human fibrin DD(E). P02675. Fibrin DD(E) TRITC-Tn6 fluorescence polarization displacement. inhibition, % at 8.3 µM. 370,000 compounds, 0.21% hits;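 active = inhibition above a per-campaign cutoff: mean of compounds within control limits plus 3 SD, cut at about 15% in these data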;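 also: 0% = median of all compound wells on the plate and 100% = blocking peptide control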
PLCg1 inh: PLC-gamma1 (human) inhibition, primary screen | P19174 | purified PLC-gamma1, fluorogenic substrate, fluorescence | inhibition, % at 12.2 µM | 370,000 compounds, 0.84% hits; in the data active = inhibition above about 9.5%
TDP2 absorb: TDP2 (human) inhibition, absorbance primary screen | recombinant TDP2, T5PNP hydrolysis, p-nitrophenol absorbance 415 nm | inhibition, % at 12.8 µM | 370,000 compounds, 0.34% hits;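 active = inhibition above the mean of all tested compounds plus 3 SD, set per campaign, cut at about 25% in these data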;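 also: 0% = DMSO with enzyme and 100% = buffer with substrate but no TDP2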
Target sequence (O95551 whole entry, looked up): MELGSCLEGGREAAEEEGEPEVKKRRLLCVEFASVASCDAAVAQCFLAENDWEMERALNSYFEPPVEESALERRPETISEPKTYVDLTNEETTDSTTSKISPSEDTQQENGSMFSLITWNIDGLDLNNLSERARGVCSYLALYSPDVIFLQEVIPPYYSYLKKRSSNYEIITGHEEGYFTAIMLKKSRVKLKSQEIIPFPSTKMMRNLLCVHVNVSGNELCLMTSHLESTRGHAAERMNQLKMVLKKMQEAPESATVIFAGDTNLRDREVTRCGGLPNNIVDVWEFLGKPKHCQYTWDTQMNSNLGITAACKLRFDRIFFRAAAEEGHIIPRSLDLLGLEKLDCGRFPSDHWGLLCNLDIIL
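Read-out basis: percent inhibition. System: recombinant human TDP2. Buffer or medium: Mg2+-containing Tris-HCl buffer, pH 7.5. Repeats: single replicate. Timing: reaction 2 h, 37 °C. Benchmarks: high control without enzyme, low control DMSO plus TDP2. Probe or stimulus: 5 mM T5PNP. Doses: 12.8 µM only. Measured by: epi absorbance of p-nitrophenol freed from T5PNP by hydrolysis.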
PLCb3 inh: PLC-beta3 (human) inhibition, primary screen; Purified PLC-beta3, fluorogenic substrate, fluorescence; inhibition, % at 12.2 µM; 370,000 compounds, 0.18% hits; in the data active = inhibition above about 11%;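 also: 0% = median of compound wells on plate and 100% = full blocker control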
ADAM10 inh: ADAM10 inhibition, QFRET primary screen; inhibition, % at 7 µM; O14672; AID 720582; recombinant ADAM10, EDANS/DABCYL FRET peptide cleavage, 3 h; 370,000 compounds, 0.62% hits;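 active = inhibition above a per-campaign cutoff equal to the mean of compounds falling between control-based bounds plus 3 SD, cut at about 20% in these data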;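 also: 0% = DMSO wells while the 100% control is not disclosed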
ADAM17 inh: inhibits human ADAM17; P78536; recombinant ADAM17, EDANS/DABCYL FRET peptide cleavage; inhibition, % at 6.95 µM; 370,000 compounds, 0.83% hits; AID 720648;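 active = inhibition above the mean of compounds lying between control limits plus 3 SD, set per campaign, cut at about 8.5% in these data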;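 also: 0% = DMSO-only wells as the low control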
Target sequence (P78536 215-824 limits assumed): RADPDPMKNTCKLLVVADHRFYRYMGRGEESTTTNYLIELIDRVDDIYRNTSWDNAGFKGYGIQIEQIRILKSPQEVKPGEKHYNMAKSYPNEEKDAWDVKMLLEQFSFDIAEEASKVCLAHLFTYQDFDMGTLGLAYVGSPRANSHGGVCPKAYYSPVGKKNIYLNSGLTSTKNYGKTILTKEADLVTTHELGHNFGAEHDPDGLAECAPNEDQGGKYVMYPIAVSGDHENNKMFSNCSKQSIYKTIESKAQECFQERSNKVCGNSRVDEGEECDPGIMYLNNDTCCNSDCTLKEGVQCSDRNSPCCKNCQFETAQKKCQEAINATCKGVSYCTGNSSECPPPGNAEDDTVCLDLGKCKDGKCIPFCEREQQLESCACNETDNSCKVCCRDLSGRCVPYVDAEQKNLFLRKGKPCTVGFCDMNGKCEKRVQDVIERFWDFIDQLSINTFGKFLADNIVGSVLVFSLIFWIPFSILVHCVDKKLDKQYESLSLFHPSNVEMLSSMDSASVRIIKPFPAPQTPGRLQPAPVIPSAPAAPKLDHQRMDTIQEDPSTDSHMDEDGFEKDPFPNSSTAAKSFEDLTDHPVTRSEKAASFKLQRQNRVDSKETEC
DDE Tn7 FP inh: disrupts Tn7 cyclic peptide binding to fibrin D-Dimer-E complex; P02675; 370,000 compounds, 0.13% hits; FP displacement of FITC-Tn7 peptide from fibrin DD(E); 0% = median of compound wells per plate; inhibition, % at 8.3 µM;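 active = inhibition above the mean of compounds falling within the control limits plus 3 SD of them, cut at about 14% in these data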;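 also: 0% = plate median of compound wells and 100% = 10 µM Aha-Tn7 peptide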
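Assay system: Human clot-derived fibrin DD(E) complex | Buffer or medium: Tris/NaCl/CaCl2 buffer, pH 7.8 | Repeats: One replicate per compound | Benchmarks: Aha-Tn7 high control | Measure: % inhibition scaled between sample-field median and high-control FP | Schedule: 10 min plus 3 h, room temperature | Signal: Fluorescence polarization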
SIAE inh: blocks human sialic acid acetylesterase | Q9HAT2 | SIAE FP-Rh probe binding, fluorescence polarization | inhibition, % at 9.66 µM | 370,000 compounds, 0.69% hits;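 active = inhibition above a cutoff: mean of compounds within the control limits plus 3 SD of those, cut at about 17% in these data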;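 also: 0% = plate median of compound wells and 100% = probe without SIAE protein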
An asterisk follows results filed as active.

SMILES	ASAP1 inh	ARFGAP1 inh	Tn6 DDE FP	PLCg1 inh	TDP2 absorb	PLCb3 inh	ADAM10 inh	ADAM17 inh	DDE Tn7 FP inh	SIAE inh
CN(CCCNC(=O)Cn1cccc1C(=O)c1ccccc1)C1CCCCC1	7	10	4	1	-9	2	-5	1	9	9
CC(=O)N1CCc2cc(S(=O)(=O)NCCCN3CCC(C)CC3)ccc21	-4	9	4	5	0	-4	1	2	-2	5
O=C(Nc1c(F)cccc1F)c1ccc2c(c1)CCN2S(=O)(=O)c1ccccc1	-6	7	-7	2	-5	-8	18	5	-4	-48
O=C(O)CC1c2ccccc2CCN1S(=O)(=O)c1ccc(F)cc1 (configuration not stated)	-16	-11	1	-1	-5	-2	-7	-1	1	-6
Cc1cccc(C)c1NC(=S)NCCc1ccccn1	-5	11	1	-1	9	6	-1	0	-1	1
O=C(O)C1CCN(c2ccc([N+](=O)[O-])cc2[N+](=O)[O-])CC1	5	-1	0	1	-13	-3	7	1	9	1
Cc1nc(N)[nH]c(=O)c1CCCNc1ccc(CCCCC2(CCl)OCCO2)cc1	-2	-2	2	0	-1	3	-3	0	0	5
COc1ccc(OCc2cc(C(=O)N3CCCC3)no2)c2ccccc12	-7	-6	5	-9	0	-22	3	0	8	8
Cc1ccccc1NNC(=O)C(=O)NNc1ccccc1C	-3	-13	6	-1	16	-5	0	-2	-2	11
O=C(Nc1nnc(-c2ccc(Cl)s2)o1)C1CC1	8	8	-5	-6	-11	-6	-65	-16	2	-5
COc1ccc(OC)c2cc3ccccc3cc12	7	9	-2	-9	4	-23	-27	-5	18*	4
O=C(Nc1ccc2oc(-c3ccncc3)nc2c1)c1ccccc1F	-6	-4	0	-408	1	-479	-277	-98	6	4
Cc1ccc2oc(=O)c3cnn(CC(=O)NCCC(C)C)c3c2c1	1	1	-3	-31	2	2	-2	3	-6	9
Cc1ccc(N(Cc2cc3ccccc3[nH]c2=O)C(=O)c2cccs2)cc1	-4	5	3	5	-23	1	5	5	-4	1
Cc1cccc(NC(=O)c2nc[nH]c2C(=O)NCCCCCNC(=O)OC(C)(C)C)c1	2	2	-3	-1	-3	3	-2	0	3	-26
CC1(C)c2[nH]c3ccccc3c2C[C@@H]2C(=O)N(Cc3ccccc3Cl)C(=O)N21	11	-7	-7	-3	-2	-7	3	2	-3	-9
Cn1c(N)c(C#N)c2c(c1=S)CSC(C)(C)C2	14	-2	3	-28	2	-35	-32	-12	-1	7
COc1ccc(C2C3=C(CC(C)(C)CC3=O)Nc3c2c(=O)[nH]c(=O)n3Cc2ccccc2)cc1 (configuration not stated)	-5	-2	5	-185	1	-197	-107	-35	5	1
Fc1ccc(Nc2cncc(-c3ccsc3)c2)cc1Cl	39*	29*	9	-45	81*	-87	-24	2	5	-3
Cc1ccc(C(=O)/C=C/Nc2cccc([N+](=O)[O-])c2)o1	-10	-3	-10	-9	-7	-10	7	0	-3	4
Cc1ccc(N=C2NC(=O)/C(=C\c3ccsc3)S2)c(C)c1	8	-12	-10	-1	-1	-7	11	8.8*	5	5
CCC(C)(C)NC(=O)CN(C(=O)CCC(=O)Nc1ccccn1)c1ccc2c(c1)OCO2	14	4	-6	0	-7	-7	-9	-4	6	3
CCN(CC)S(=O)(=O)c1cc(C(=O)Nc2cc(C)on2)ccc1Cl	-5	5	6	-1	-2	-10	1	-3	-5	-3
CCOC(=O)c1ccc(NC(=O)CSc2nc(SC)ns2)cc1	11	-3	9	2	-15	2	4	7	6	-6
Cc1nnsc1C(=O)N1CCC(CO)(Cc2ccccc2Cl)CC1	5	-5	-5	3	1	-5	2	1	-4	1
(list continues)
SMILES	ASAP1 inh	ARFGAP1 inh	Tn6 DDE FP	PLCg1 inh	TDP2 absorb	PLCb3 inh	ADAM10 inh	ADAM17 inh	DDE Tn7 FP inh	SIAE inh
Cc1ccc(-c2nn(-c3ccccc3)cc2/C=C2\SC(=S)N(CC(=O)O)C2=O)cc1	7	-7	-6	-3	-4	-13	-8	-6	1	-9
CCCCn1c(N)c(N(CCOC)C(=O)COC(=O)/C=C/c2ccc(Br)cc2)c(=O)[nH]c1=O	5	4	-13	6	-6	-6	-3	2	-2	-6
CC(C)(C)c1cc(CCC(=O)NN)cc(C(C)(C)C)c1O	9	3	-7	1	7	2	3	-2	-1	4
COc1cc(NC(=S)Nc2cccnc2)cc(OC)c1OC	4	3	-1	-1	-4	-7	1	-5	-8	-3
COc1cccc(OCCCN2CCCCC2)c1	3	8	0	2	17	1	-3	-4	-3	-3
O=C(Cc1sc(Nc2ccccc2)nc1-c1ccccc1)NCc1ccccn1	4	10	0	-10	-11	-12	1	1	-8	3
O=C(Nc1cccc(-c2nn[nH]n2)c1)c1cccs1	-5	7	5	-1	5	-4	-4	1	3	-11
C=CCN(C(=O)OC(C)(C)C)S(=O)(=O)NCc1ccccc1	-6	-6	-1	3	0	0	4	-2	-7	3
CC(C)(C)OC(=O)NC(CCNC=C1C(=O)OC(C)(C)OC1=O)C(=O)O (configuration not stated)	-3	18	-8	1	7	2	-16	-2	0	4
CCc1cc(C(=O)COc2ccccc2F)c(O)cc1O	6	0	-1	-11	-8	-15	0	-3	0	-2
S=C(N/N=C/c1ccc2ncccc2c1)Nc1ccccc1	16	15	-1	-3	1	-1	-1	0	5	-2
Cn1/c(=N/N=C/c2ccc(N3CCOCC3)cc2)sc2ccccc21	-1	3	0	-5	-6	-13	-8	-4	6	-1
CCOC(=O)c1cc(C)nc(SC)c1C#N	-2	-13	1	0	-10	-8	-2	0	11	-4
COCCCNCCOc1ccc(C(C)(C)c2ccccc2)cc1	12	5	1	4	2	5	3	-1	-11	0
O=C1CCCN1CCCNS(=O)(=O)c1cccs1	0	1	-4	4	-11	-2	4	-1	-4	5
C#Cc1ccc([C@H]2C=C(C(=O)OCC=C)O[C@@H](OCCCCO)C2)cc1	0	-4	-1	-6	4	-3	1	0	3	-4
COCc1cc(C)nc(SC)c1C#N	6	5	2	2	11	-2	2	-5	4	3
O=C(CN1C(=O)C2CCc3[nH]c4ccccc4c3C2C1=O)N1CCCC1 (configuration not stated)	-1	-1	-2	-8	-22	-8	1	0	-6	-2
COc1ccc(CCNC(=O)C23CCC(C)(C(=O)C2Br)C3(C)C)cc1OC (configuration not stated)	-6	-2	3	0	0	-2	1	-2	-8	-4
CCOc1ccc(NC(=O)CSc2nc3ccsc3c(=O)n2CCCCCC(=O)O)cc1	2	-8	-1	-1	-2	0	-5	-4	-2	-3
O=C(NCCCN1CCCC1=O)c1c(O)nc2sccn2c1=O	2	3	-3	-2	-6	3	0	-1	3	-6
O=C(Nc1cccc(C(F)(F)F)c1)c1cc(-c2cccs2)on1	0	0	1	-2	9	0	7	-4	1	-4
COc1cccc(OCc2nc(-c3ccc(Br)o3)no2)c1	1	-6	5	-4	-5	-9	1	1	9	17
COc1cccc(CC(=O)OCC(=O)NC(Cc2ccccc2)C(C)=O)c1 (configuration not stated)	7	14	2	0	18	-5	-4	0	-5	-3
Cc1ccc2nc(NCc3ccccc3)c(C#N)cc2c1	-5	12	-6	-18	10	-32	-60	-22	-1	2
(list continues)
SMILES	ASAP1 inh	ARFGAP1 inh	Tn6 DDE FP	PLCg1 inh	TDP2 absorb	PLCb3 inh	ADAM10 inh	ADAM17 inh	DDE Tn7 FP inh	SIAE inh
COCCN(CCOC)C(=O)c1ccc(CSc2nc3ccccc3s2)cc1	-1	15	1	1	-11	-4	0	1	-6	-5
O=C(CN1C(=O)C2C3CCC(C3)C2C1=O)OCC(=O)c1cccc([N+](=O)[O-])c1 (configuration not stated)	-16	-1	1	0	-8	1	-4	-2	-1	5
O=C(NCCC1CC1(Cl)Cl)Nc1ccccc1 (configuration not stated)	6	1	4	1	-9	0	4	-5	3	-4
O=C(NCc1cccnc1)c1ccc(CS(=O)(=O)Cc2ccc(Cl)cc2)o1	0	6	3	-1	4	1	-2	-1	-1	-2
Cc1csc(NC(=O)C2CCC(C)(C(=O)O)C2(C)C)n1 (configuration not stated)	2	2	-3	-1	-5	2	-2	0	2	4
CCOC(=O)C1(CCc2ccccc2)CCN(Cc2ccc(C(=O)OC)cc2)CC1	1	5	-4	-36	-22	-45	14	-2	3	0
O=C(CN(C1CC1)S(=O)(=O)c1ccc(S(=O)(=O)N2CCCCCC2)cc1)Nc1ccccc1	9	1	2	-4	5	0	2	-5	-1	-1
Cc1ccc2c(CC(=O)Nc3ccc(F)c(S(=O)(=O)N4CCOCC4)c3)coc2c1	0	-1	-1	-2	2	-3	6	3	3	-4
O=C(Nc1ccccc1)c1cccnc1NCCc1ccccc1	5	4	2	-29	-3	-33	-28	-3	-2	-6
COC(=O)c1sc2nc(CN3CCN(c4cccc(C(F)(F)F)c4)CC3)[nH]c(=O)c2c1C	-8	-8	3	-15	5	-19	-28	-11	1	-4
Cc1cc(N2CCOCC2)nc2ccc(NC(=S)NCCN(C)C)cc12	-2	4	-2	-81	-8	-96	-195	-72	0	1
Cn1cc(Br)c(C(=O)N2CCN(c3cccc(Cl)c3)CC2)n1	0	4	-1	3	8	3	7	-16	0	-2
Cc1ccc(S(=O)(=O)N2CCN(C(=O)Cn3nc(C)c([N+](=O)[O-])c3C)CC2)cc1	-1	4	-1	1	-5	-4	-2	2	0	-1
CC(C)Oc1ccc(N2CC(C(=O)Nc3ccccc3C(=O)NC3CC3)CC2=O)cc1 (configuration not stated)	1	7	2	0	6	-6	-8	-4	6	1

6 of the compounds above, with two lines to a compound.
Every second line gives: ASAP1 inh | ARFGAP1 inh | Tn6 DDE FP | PLCg1 inh | TDP2 absorb | PLCb3 inh | ADAM10 inh | ADAM17 inh | DDE Tn7 FP inh | SIAE inh
Cc1ccc2c(CC(=O)Nc3ccc(F)c(S(=O)(=O)N4CCOCC4)c3)coc2c1
    0 | -1 | -1 | -2 | 2 | -3 | 6 | 3 | 3 | -4
O=C(CN1C(=O)C2C3CCC(C3)C2C1=O)OCC(=O)c1cccc([N+](=O)[O-])c1 (configuration not stated)
    -16 | -1 | 1 | 0 | -8 | 1 | -4 | -2 | -1 | 5
O=C(CN(C1CC1)S(=O)(=O)c1ccc(S(=O)(=O)N2CCCCCC2)cc1)Nc1ccccc1
    9 | 1 | 2 | -4 | 5 | 0 | 2 | -5 | -1 | -1
Cc1ccc(S(=O)(=O)N2CCN(C(=O)Cn3nc(C)c([N+](=O)[O-])c3C)CC2)cc1
    -1 | 4 | -1 | 1 | -5 | -4 | -2 | 2 | 0 | -1
CCOC(=O)C1(CCc2ccccc2)CCN(Cc2ccc(C(=O)OC)cc2)CC1
    1 | 5 | -4 | -36 | -22 | -45 | 14 | -2 | 3 | 0
Cn1cc(Br)c(C(=O)N2CCN(c3cccc(Cl)c3)CC2)n1
    0 | 4 | -1 | 3 | 8 | 3 | 7 | -16 | 0 | -2
